Bioassay records: PubChem BioAssay, Southern Research Specialized Biocontainment Screening Center
influenza NS1A: H1N1 influenza NS1A inhibitors, functional cell based assay (AID 504329); NS1A functional cell-based assay, percent inhibition; higher % means a stronger effect; inhibition, % at 12.5 µM, or IC50 in µM where a hit was titrated; 340,000 compounds, 0.3% hits; in the data active means a potency from the dose series; inconclusive means inhibition above about 27% without an active follow-up result; further: strong numbers were not always called active
M. tuberculosis HTS: M. tuberculosis growth inhibition, HTS (AID 449762); M. tuberculosis H37Rv growth inhibition, 7H9 media; higher % means a stronger effect; inhibition, % at 25 µM; hits with a dose series show IC50 in µM; 330,000 compounds, 0.59% hits; in the data active means a potency from the dose series; inconclusive means inhibition above about 70% without an active follow-up result;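 further: bacterial growth assessed after seven days of incubation; strong numbers were not always called active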
VEEV TC-83 Vero: inhibitors of VEEV TC-83 cytopathic effect, confirmation, Vero cells (AID 588727); one-dose inhibition, % at 20 µM; IC50 in µM for titrated hits; 350,000 compounds, 0.13% hits; Vero cells, VEEV TC-83 cytopathic effect inhibition; higher % means a stronger effect; in the data active means a potency from the dose series; inconclusive means inhibition mostly from about 14% at the one dose, without a potency; inactive means the rest, 99 in 100 with inhibition below about 12%; further: strong numbers were not always called active
M. tuberculosis: growth inhibition of non-replicating M. tuberculosis (AID 488890); Mycobacterium tuberculosis non-replicating, growth inhibition; higher % means a stronger effect; inhibition, % at 25 µM; hits with a dose series show IC50 in µM; 320,000 compounds, 0.39% hits; in the data active means a potency from the dose series; inconclusive means inhibition mostly from about 82% at the one dose, without a potency; inactive means the rest, 99 in 100 with inhibition below about 76%;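 further: plate controls were DMSO cells for no effect and high antibiotic wells for full effect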
Salmonella PhoP GFP: PhoP regulon inhibitors, Salmonella typhi PhoP promoter GFP reporter, confirmatory (AID 1850). Salmonella Typhi PhoP-promoter GFP reporter, fluorescence, 4 h; higher % means a stronger effect. inhibition, % at 50 µM, or IC50 in µM where a hit was titrated. 310,000 compounds, 0.33% hits; in the data active means a potency from the dose series; inconclusive means inhibition mostly from about 25% at the one dose, without a potency; inactive means the rest, 99 in 100 with inhibition below about 19%;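 further: 0% = induced wells with vehicle and 100% = uninduced wells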
VEEV TC-83 Vero 10K pilot screen: recorded beside VEEV TC-83 Vero, whose call it bears; inhibition, %; measured here: 10K pilot screen inhibition
The depositor's hits bear a star; i = inactive; ? = inconclusive; . = no result given.

SMILES | influenza NS1A | M. tuberculosis HTS | VEEV TC-83 Vero | M. tuberculosis | Salmonella PhoP GFP | others
Cc1cccc(NC(=O)CC2C(=O)NCCN2C(=O)Nc2ccc(Cl)cc2)c1 (stereo unspecified) | -8.6% | 15.2% | 6.1% | 28.0% | -5.8%
CCN1CCN(CCCNC(=O)c2cc3c(=O)[nH]c4ccccc4c3s2)CC1 | 3.2% | -4.0% | 2.5% | -42.2% | -5.1%
CC1CCCN(C(=O)COC(=O)CNC(=O)c2sc3ccccc3c2Cl)C1 (stereo unspecified) | -12.1% | -6.5% | 0.2% | 74.4% | .
COc1ccccc1-c1cc(C(=O)Nc2ccccc2SC)no1 | 22.0% | -5.7% | 1.1% | 7.7% | -4.8%
O=C(CN1CCN(Cc2ccc(F)cc2Cl)C1=O)NCCc1ccc(Cl)cc1 | -4.3% | 6.1% | 1.0% | 29.1% | 5.8% | VEEV TC-83 Vero 10K pilot screen=0.1
Brc1ccsc1/C=N/Nc1ccccc1 | 15.4% | ? | 4.5% | 25.8% | 8.6%
O=C(CSc1nncs1)Nc1ccc2c(c1)OCO2 | 10.2% | -2.6% | 1.6% | 38.5% | 5.2%
C=CCn1c(O)c(C2=c3ccccc3=NC2=O)s/c1=N/c1nccs1 | 15.2% | -0.8% | 0.6% | . | -11.5%
CCc1ccc(OCCNC(=O)c2ccccc2SCc2ccccc2)cc1 | 12.0% | 6.2% | ? | 15.6% | 6.6%
CN(Cc1cccs1)C(=O)CCNS(=O)(=O)c1ccc(Br)cc1 | -19.1% | -8.0% | 1.3% | 9.2% | .
O=C(NC1CCCCC1)N1CCSC1=Nc1ccccc1 | -1.1% | 7.2% | 1.5% | 30.0% | -1.3%
NS(=O)(=O)c1ccc(CCNc2ccc(C(F)(F)F)cn2)cc1 | 7.4% | 3.5% | i | -4.4% | -6.5%
CC(CCc1ccco1)NC(=O)CSc1cc(=O)n(C)c2ccccc12 (stereo unspecified) | 1.2% | -1.3% | 2.1% | 11.1% | -7.4%
CC(c1ccc(Cl)cc1)n1c(-c2ccc3ccccc3n2)n[nH]c1=S (stereo unspecified) | -7.5% | 6.0% | i | 6.6% | -0.9%
CCc1nc2oc3ccccc3c(=O)c2c(=O)n1-c1ccccc1 | -27.4% | -3.4% | 3.2% | 7.2% | 3.8%
COc1ccc(NC(=O)Cn2nnc(-c3ccccc3NC(=O)C3CC3)n2)cc1 | 1.1% | 1.9% | 2.1% | 11.3% | -10.2% | VEEV TC-83 Vero 10K pilot screen=0.4
COc1ccccc1C(CC(=O)O)c1ccc2c(c1)OCO2 (stereo unspecified) | -12.4% | 4.7% | 0.2% | -12.7% | -3.5%
Cc1ccc2nc(SCC(=O)Nc3c(C)n(C)n(-c4ccccc4)c3=O)[nH]c2c1 | 3.3% | -8.2% | 4.6% | -25.4% | 1.1%
Cc1cc(C(=O)NCc2ccco2)cs1 | 0.6% | 0.8% | i | 59.8% | 11.5%
Cc1ccc(Nc2nnc(SC(C)C(=O)NCC3CCCO3)s2)cc1 (stereo unspecified) | -1.6% | -4.6% | 4.2% | 21.4% | .
CSCC[C@H](NC(=O)OC(C)(C)C)C(=O)NCC1CCC(C(=O)O)CC1 (stereo partly specified) | 12.4% | 3.9% | 0.4% | 4.9% | 0.3%
COc1ccc(C(=O)Nc2ccnc(-c3cccnc3)n2)cc1 | 4.1% | 0.6% | 3.1% | 12.4% | 5.7%
CCN(CC)CCn1c2ccccc2c2cnc(N)c(C#N)c21 | 0.4% | -3.0% | i | 68.8% | 15.9%
Cc1c(C(=O)NCc2ccccc2CN2CCCC2)oc2c(F)cccc12 | 0.9% | -4.4% | 0.7% | 57.7% | .

Filtered by structure: the compounds so far with a thiophene ring, fused or not (five)
SMILES | influenza NS1A | M. tuberculosis HTS | VEEV TC-83 Vero | M. tuberculosis | Salmonella PhoP GFP | others
CCN1CCN(CCCNC(=O)c2cc3c(=O)[nH]c4ccccc4c3s2)CC1 | 3.2% | -4.0% | 2.5% | -42.2% | -5.1%
CC1CCCN(C(=O)COC(=O)CNC(=O)c2sc3ccccc3c2Cl)C1 (stereo unspecified) | -12.1% | -6.5% | 0.2% | 74.4% | .
Brc1ccsc1/C=N/Nc1ccccc1 | 15.4% | ? | 4.5% | 25.8% | 8.6%
CN(Cc1cccs1)C(=O)CCNS(=O)(=O)c1ccc(Br)cc1 | -19.1% | -8.0% | 1.3% | 9.2% | .
Cc1cc(C(=O)NCc2ccco2)cs1 | 0.6% | 0.8% | i | 59.8% | 11.5%

Additional compounds:
SMILES | influenza NS1A | M. tuberculosis HTS | VEEV TC-83 Vero | M. tuberculosis | Salmonella PhoP GFP | others
Cc1cccc(C)c1NC1=NC2(CCCCC2)N=C(N)N1 | -20.0% | -3.9% | 3.0% | 21.3% | .
Cc1ccc(S(=O)(=O)N2CCOCC2)cc1NC(=O)COC(=O)c1cccnc1Cl | -3.7% | -1.3% | 3.6% | 8.8% | 0.3%
COc1ccc(C(=O)NCC(=O)OCC(=O)c2ccc3c(c2)NC(=O)CO3)cc1 | -0.4% | -8.3% | 1.2% | -2.7% | -3.3%
CCOC(=O)c1[nH]cnc1C(=O)Nc1cccc(Cl)c1 | -11.4% | 45.9% | 1.0% | 51.2% | 4.9%
COC(=O)Cc1cc(=O)n(-c2ccccc2)[nH]1 | 7.2% | -8.1% | 0.9% | 0.2% | 4.0%
CCN(CC)CCN1C(=O)C2C(C(=O)Nc3ccc(Br)cc3)C3C=CC2(O3)C1C(=O)NC1CCCCC1 (stereo unspecified) | 7.8% | -0.6% | 2.2% | 5.0% | -8.0%
O=C(Nc1c(Cl)cc(Cl)cc1-c1nc2ccccc2s1)c1ccc(Br)o1 | 18.2% | -2.1% | i | 11.4% | -0.5%
CNC(=O)c1ccc(NC(=O)C2CCN(c3ncnc4sc(C)c(C)c34)CC2)cc1 | -3.7% | -16.5% | 5.2% | -0.5% | -8.9%
O=C(NCCC1=CCCCC1)C1CCN(S(=O)(=O)N2CCOCC2)CC1 | 2.1% | -6.3% | i | 19.1% | -4.0%
COc1cccc(C2SCC(=O)N2c2ccc(C)cc2)c1OC (stereo unspecified) | -4.5% | -6.1% | 0.4% | 0.4% | 0.0%
Cc1cccc2sc(NC(=O)c3cccc(S(=O)(=O)N4CCc5ccccc54)c3)nc12 | -2.7% | 2.6% | 1.5% | 0.2% | 0.0%
CN1C(=O)/C(=C2\SC(=S)N(NC(=O)c3cccnc3)C2=O)c2ccccc21 | 6.8% | 7.2% | i | -6.8% | 7.8%
C/C(CC(=O)Nc1ccc2c(c1)OCO2)=N\NC(=O)OC(C)(C)C | -5.5% | 30.4% | 1.3% | -5.5% | 1.7%
CCOC(=O)Cc1csc(NC(=O)c2cc(=O)c3ccccc3o2)n1 | -12.9% | 4.7% | 0.5% | 15.8% | 7.1%
COc1ccc(C(=O)N/N=C/c2ccc(OC(=O)c3ccccc3)cc2)cc1 | -8.0% | 3.5% | 1.0% | 71.5% | -4.8%
Cc1c(C=O)c2ccccc2n1CC(=O)NCc1ccccc1 | 4.0% | -2.1% | 3.8% | 2.1% | -6.0%
CC1(C)CCC(=O)c2ccccc21 | -2.3% | . | 0.8% | . | .
CC(C)(C)OC(=O)NNC(=S)NCc1ccc(Cl)cc1 | 6.9% | ? | 1.4% | 54.6% | -6.9%
Cc1[nH]c(=O)[nH]c(=O)c1S(=O)(=O)N1CCCC(C(=O)NCc2ccc3c(c2)OCO3)C1 (stereo unspecified) | . | -8.5% | 0.7% | -19.6% | 23.9%
CCN(Cc1ccncc1)C(=O)C1CCC(=O)N(Cc2ccc(Cl)cc2)C1 (stereo unspecified) | -2.4% | -5.5% | 2.6% | -6.9% | -3.1%
Cn1c(=O)n(Cc2ccccc2)c(=O)c2c1nc1n2CCCN1CCc1ccccc1 | 15.9% | 10.2% | i | 22.8% | -3.8%
COc1ccc(N2CCN(c3c(S(=O)(=O)c4ccccc4)cnc4ccc(OC)cc34)CC2)cc1 | 14.9% | 12.1% | 6.5% | 24.9% | -11.7%
O=C(CSc1ncnc2sccc12)Nc1ccccc1 | -3.2% | -5.4% | i | 49.4% | -4.7%
O=C(/C=C/c1cccc(Cl)c1)NNC(=O)c1ccncc1 | -0.1% | ? | 0.4% | 55.8% | .
CC1(C)CC=C(NNC(=O)c2cccnc2)C(=O)C1 | 0.1% | -6.7% | 0.1% | -1.9% | 9.9%
COc1cc(S(=O)(=O)N2CCOCC2)ccc1NC(=O)COC(=O)COc1ccccc1 | 2.1% | -5.6% | i | -5.3% | 3.4%
Cc1nc(SCC(=O)Nc2cc(C(N)=O)cc(C(N)=O)c2)c2c(C)c(C)sc2n1 | -11.0% | -2.4% | 1.7% | 0.1% | 3.9%
COc1ccc(OC)c(C2/C(=C(\O)c3ccc4c(c3)OCCO4)C(=O)C(=O)N2CC2CCCO2)c1 (stereo unspecified) | -1.9% | 2.4% | 0.6% | 22.0% | -3.9%
NS(=O)(=O)c1cccc2c1c([N+](=O)[O-])cc1nc(O)c(O)nc12 | -0.6% | -1.4% | 3.1% | 0.4% | 2.8%
CCC(C)OC(=O)C1=C(C)NC2=C(C(=O)C(C(=O)OC)C(C)C2)C1c1ccc(N(C)C)cc1 (stereo unspecified) | 7.1% | -5.8% | 4.9% | 35.8% | -0.6%
COc1cccc(-c2cc(C(=O)Nc3c(C)nn(Cc4ccccc4C)c3C)no2)c1 | -8.6% | -3.9% | i | 7.9% | 14.9%
COc1ccc(NC(=O)CSc2ccc3c(c2)OCCO3)cc1OC | -3.8% | 2.4% | i | -4.2% | -5.4%
c1coc(C2Nc3ccccc3-c3nc4ccccc4n32)c1 (stereo unspecified) | 4.2% | -11.0% | 0.8% | 16.2% | -6.5%
CN(CC(=O)NCCCN1CCOCC1)S(=O)(=O)c1ccc(F)cc1 | -9.5% | 5.0% | 0.6% | -9.9% | -5.5%
CCOc1ccc(OCC)c(NC(=O)CC2Oc3ccc(C)cc3NC2=O)c1 (stereo unspecified) | 1.7% | 1.5% | 9.4% | 4.4% | -7.5%
O=C(Cc1c[nH]c2ccccc12)N1CCN(S(=O)(=O)c2cccc(Cl)c2Cl)CC1 | -2.6% | 2.0% | 6.6% | 43.1% | .

The final 3 compounds of the part above come first, to join the parts.
SMILES | influenza NS1A | M. tuberculosis HTS | VEEV TC-83 Vero | M. tuberculosis | Salmonella PhoP GFP | others
CN(CC(=O)NCCCN1CCOCC1)S(=O)(=O)c1ccc(F)cc1 | -9.5% | 5.0% | 0.6% | -9.9% | -5.5%
CCOc1ccc(OCC)c(NC(=O)CC2Oc3ccc(C)cc3NC2=O)c1 (stereo unspecified) | 1.7% | 1.5% | 9.4% | 4.4% | -7.5%
O=C(Cc1c[nH]c2ccccc12)N1CCN(S(=O)(=O)c2cccc(Cl)c2Cl)CC1 | -2.6% | 2.0% | 6.6% | 43.1% | .
CC(=O)C1CCC2C3CC=C4CC(SC(=N)N)CCC4(C)C3CCC12C (stereo unspecified) | 5.1% | . | i | . | .
CC1CC(C)CN(C(=O)CN2C(=O)NC3(CCCCCC3)C2=O)C1 (stereo unspecified) | 1.9% | 6.0% | i | 2.1% | .
CCC(C(=O)NCCCc1ccccc1)n1nc(C)c2c(C)n(-c3ccccc3)nc2c1=O (stereo unspecified) | -1.2% | 8.8% | i | 15.8% | 1.9%
CSCCC(NS(=O)(=O)c1ccc(C)cc1)C(=O)N1CCN(C(C)=O)CC1 (stereo unspecified) | -5.2% | -1.2% | i | -4.8% | -3.3%
Cc1ccc(OCc2cc(C(=O)N3CCCCCCC3)no2)cc1C | -6.7% | 7.7% | 0.5% | 17.9% | -12.1%
Cc1ccc(S(=O)(=O)/N=C(\N)Nc2nc(C)c3cc(C)ccc3n2)cc1 | 4.5% | -0.7% | i | 10.7% | -3.4% | VEEV TC-83 Vero 10K pilot screen=2.0
O=C(Nc1ccc(S(=O)(=O)Nc2ncccn2)cc1)c1cncc(Br)c1 | -15.4% | -7.1% | 0.1% | 3.4% | -7.1%
COc1ccc(C(=O)CSc2nc(C)cc(C)n2)cc1[N+](=O)[O-] | -3.2% | -2.5% | 0.7% | 1.2% | 17.5%
COc1ccc2oc(=O)c(-c3cn4ccc(C)cc4n3)cc2c1 | 9.0% | -1.0% | i | 6.6% | 8.7%
CCc1ccc(C(=O)COC(=O)CNC(=O)c2ccc(Br)o2)cc1 | -2.7% | -2.9% | 0.1% | 43.3% | 11.0%
Cc1cccc(NC(=O)NC(C)C(c2cccs2)N2CCOCC2)c1 (stereo unspecified) | 31.4% | -5.6% | 1.2% | -10.4% | -9.2%

Compounds as they come; 1.5% or so of the library scored in one or more.
